aGal spleen mod = qHTS Assay for Inhibitors and Activators of Human alpha-Galactosidase From Spleen Homogenate | Alpha-galactosidase A (Homo sapiens), P06280 | human spleen homogenate, 4MU-alpha-Gal fluorescence, 40 min | Potency, µM (top dose mostly 80 µM), without a hit: top-dose activity change, negative = inhibition, usual class: inhibitors | hit rate 0.008% among 240,000;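 further: 0% = enzyme with vehicle and -100% = no enzyme basal signal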
Target sequence (P06280 32-429 limits assumed): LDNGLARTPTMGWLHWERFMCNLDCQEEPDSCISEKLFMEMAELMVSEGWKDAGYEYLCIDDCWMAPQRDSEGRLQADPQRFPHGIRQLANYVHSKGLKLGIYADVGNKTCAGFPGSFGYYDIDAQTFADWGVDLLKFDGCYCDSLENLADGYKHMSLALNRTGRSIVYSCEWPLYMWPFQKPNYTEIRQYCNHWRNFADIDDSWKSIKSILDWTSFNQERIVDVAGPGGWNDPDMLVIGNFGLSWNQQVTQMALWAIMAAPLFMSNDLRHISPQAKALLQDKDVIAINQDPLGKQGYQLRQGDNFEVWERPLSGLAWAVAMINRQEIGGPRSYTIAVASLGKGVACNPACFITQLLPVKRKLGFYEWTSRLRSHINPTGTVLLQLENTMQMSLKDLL
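qHTS titration in buffer at pH 5.0. Alpha-galactosidase activity in spleen homogenate was measured via 4-methylumbelliferone release from 1 mM fluorogenic substrate after 40 min at 37C and a pH 10 stop. AC50 came from Hill fits of control-normalized data.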
HTT cytoprotect = qHTS Multiplex Assay to Identify Dual Action Probes in a Cell Model of Huntington: Cytoprotection (ATP); PC12 HTT-Q103 induced, cytoprotection, ATP luminescence, 40 h; Potency, µM (titrated, usually from 56.4 µM), without a hit: cytoprotection (ATP increase), actives largely listed as activators; hit rate 0.14% among 230,000;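 further: % of control where 0% means no effect; nearly all actives have a fitted effect of over 45% in size; toxic huntingtin expression switched on by the ecdysone agonist tebufenozide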
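Cells were plated at 1500 per well in phenol red-free DMEM with 5% equine and 5% calf serum. Tebufenozide (100 nM final) and compounds were added, then ATPlite reagent, and luminescence was read.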
GAA glycogen mod = qHTS Assay for Inhibitors and Activators of Human alpha-Glucosidase Cleavage of Glycogen; Potency, µM (top dose mostly 76.4 µM), for inactives: top-dose activity change, negative = inhibition, hits mostly inhibitors; AID 2100, 2009; recombinant GAA, glycogen substrate, Amplex Red glucose oxidase fluorescence; hit rate 0.38% among 300,000;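 further: 0% = full enzyme reaction and -100% = no-enzyme basal signal; the screen sought inhibitors and activators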
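Natural-substrate format: glycogen cleavage by 4 nM human enzyme, glucose read by Amplex Red coupling (Ex 573, Em 610 nm). Normalized to enzyme and no-enzyme controls.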
GAA spleen mod = qHTS Assay for Inhibitors and Activators of Human alpha-Glucosidase From Spleen Homogenate; Lysosomal alpha-glucosidase (Homo sapiens), P10253; human spleen homogenate, 4-MU-alpha-glucoside fluorescence; hit rate 0.006% among 240,000; AID 2112, 2009; Potency, µM (top dose mostly 79.9 µM), for the others: at the top dose activity change, negative = inhibition, hits mostly inhibitors;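 further: 0% = enzyme with vehicle and -100% = no enzyme basal signal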
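Human spleen homogenate (1 ug) with 4-methylumbelliferyl-alpha-D-glucopyranoside (1 mM final) in 50 mM citrate/phosphate pH 5.0, 0.01% Tween-20; 40 min at 37 C. Stopped at pH 10; 4-MU fluorescence Ex 365/Em 440 nm; AC50 by Hill fit.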
Tau fluor counter = Counterscreen qHTS for Inhibitors of Tau Fibril Formation, Fluorescence Polarization | AID 1463, 2008 | tau K18 P301L Alexa594 fluorescence, heparin fibrillization | hit rate 0.93% among 280,000 | Potency, µM (titrated, usually from 57.7 µM), for inactives: at the highest dose activity change, negative = decrease; further: on the % scale 0 is the no-effect control and ±100 the full control effect; nearly all actives have a fitted effect of over 55% in size
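Human K18 P301L tau (15 uM unlabeled plus 0.24 uM Alexa 594-labeled, final) in 100 mM sodium acetate pH 7 was mixed with compound and 20 uM heparin and incubated 6 hr at 37 C.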
Tau FP inhib = qHTS for Inhibitors of Tau Fibril Formation, Fluorescence Polarization; Microtubule-associated protein tau (Homo sapiens), P10636; AID 1468, 2008; hit rate 0.39% among 280,000; K18 P301L tau heparin fibrillization, Alexa594 FP, 6 h; Potency, µM (top dose mostly 57.7 µM), for inactives: at the top dose activity, negative = inhibition, hits mostly inhibitors; further: on the % scale 0 is the no-effect control and ±100 the full control effect; nearly all actives have a fitted effect of over 55% in size
Target sequence (P10636 561-689 P618L limits assumed): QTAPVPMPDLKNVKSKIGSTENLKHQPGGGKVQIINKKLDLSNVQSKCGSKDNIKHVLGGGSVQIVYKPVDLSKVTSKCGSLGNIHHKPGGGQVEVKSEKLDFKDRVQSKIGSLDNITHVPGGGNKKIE
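K18 P301L tau (15 uM unlabeled/0.24 uM Alexa 594-labeled, final) + compound + heparin 20 uM final; 100 mM NaOAc pH 7; 6 hr 37 C; ThT 30 uM final added, 1 hr RT; FP ex 555/em 632 nm.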
GAA inh = qHTS Assay for Inhibitors of Human alpha-Glucosidase as a Potential Chaperone Treatment of Pompe Disease. hit rate 0.005% among 200,000. Lysosomal alpha-glucosidase (Homo sapiens), P10253. Potency, µM (series often up to 76.9 µM), for inactives: at the highest dose activity change, negative = inhibition, most hits filed as inhibitors. purified human GAA, 4-MU-alpha-glucoside fluorescence;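 further: plate controls were uninhibited enzyme wells for no effect and no-enzyme background for full effect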
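Fluorescence at Ex 365/Em 440 nm from 4-methylumbelliferone reported enzyme activity after 20 min at room temperature. Reactions used 4 nM enzyme and 400 uM substrate at pH 5.0; curves fitted with the Hill equation.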
Tau ThT inhib = qHTS for Inhibitors of Tau Fibril Formation, Thioflavin T Binding; Potency, µM (series often up to 57.4 µM), for inactives: at the top dose activity, negative = inhibition, hits mostly inhibitors; recombinant tau K18 P301L (four-repeat tau fragment), heparin-induced fibrillization, ThT fluorescence; AID 1460, 2008; Microtubule-associated protein tau (Homo sapiens), P10636; hit rate 2.1% among 270,000; further: on the % scale 0 is the no-effect control and ±100 the full control effect; nearly all actives have a fitted effect of over 55% in size
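K18 P301L tau (15 uM + 0.24 uM Alexa 594-tagged), heparin 20 uM, NaOAc pH 7, 6 h 37 C; ThT 30 uM, 1 h RT, ex 450/em 510 nm.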
The depositor's hits bear a star; ? = inconclusive; . = no result given; & = joins results of further samples; [ ] = dose if it differs, or a comment. The call rests on the fitted dose curve; in most records, active means well fitted curve in the direction sought with a large enough effect; inconclusive means small, poorly fitted or top-dose-only effect, or another doubt; inactive means no such curve, though single readings can be large; an effect the other way counts as inactive or inconclusive. Potency means the concentration at half of the fitted maximal effect.

Structure	aGal spleen mod	GAA inh	Tau fluor counter	Tau ThT inhib	GAA spleen mod	GAA glycogen mod	Tau FP inhib	HTT cytoprotect
CCc1nnc(NC(=O)CSc2nnnn2-c2cccc(C(=O)OC)c2)s1	1%	-5%	-7%	-3%	-6%	5%	0%	-18%[10 µM]
CCOc1ccc(S(=O)(=O)Nc2ccccc2C(=O)Nc2ccccc2N2CCOCC2)cc1	-3%	-7%	?	-14%	-10%	-5%	-15%	-9%[10 µM]
COc1cc(OC)c2c(-c3cccc(/C=C/c4ccc(F)cc4)c3)cc(=O)oc2c1	-1%	.	-18%[81.3 µM]	-8%[81.4 µM]	-17%	.	-2%[81.3 µM]	-49%[inhibitor]
CCOc1ccc(NC(=O)c2ccccc2NS(=O)(=O)c2ccc(F)cc2)c([N+](=O)[O-])c1	-4%	-2%	?	?	-9%	7%	?	6%[10 µM]
O=C(CSc1ccc(-c2ccccc2)nn1)Nc1ccc2c(c1)OCCO2	-5%	5%	?	?	-3%	6%	7%	-6%[10 µM]
CCS(=O)(=O)N1N=C(c2cccc(NS(C)(=O)=O)c2)CC1c1ccccc1 (stereo not drawn)	-2%	-1%	-5%	1%	-2%	6%	-1%	7%
COc1ccc(-c2nnc(SCC(=O)Nc3ccc(Cl)cc3)n2C)cc1	-2%	?	14%	-4%	-6%	-3%	-3%	16%[10 µM]
CC(C)CCCC(C)C1CCC2C3C(=O)C=C4CC(O)CC[C@@]4(C)C3CC[C@@]12C (stereo partly drawn)	-3%	.	-4%	-8%	3%	.	-3%	.
O=C1Nc2ccccc2C1Cc1ccccn1 (stereo not drawn)	-3%	.	-5%	-12%	-4%	5%	-4%	0%[10 µM]
CCOC(=O)N/N=C1/C[C@@H](O)[C@@H](O)[C@@H]2[C@@H]3C(=O)N(c4cccc(Oc5ccccc5)c4)C(=O)[C@H]3CC[C@H]12	-9%[17.5 µM]	.	-2%[11.6 µM]	1%[11.5 µM]	1%[17.4 µM]	.	?	1%[10 µM]
Cc1ccc(NC(=O)N(CCCN2CCOCC2)Cc2cccs2)cc1C	-1%	-13%	-9%	-5%	-1%	15%	-2%	19%
CC(=O)Nc1ccc(C(=O)CSc2nc3ccccc3n2CC(=O)N2CCCC2)cc1	-6%	3%	2%	-17%	-2%	-4%	-3%	-7%
Cc1oc(-c2cc(F)ccc2F)nc1CN1CCN(c2cnccn2)CC1	7%	9%	4%	-4%	5%	-5%	10%	11%[10 µM]
O=C(NCCCN1CCOCC1)C(=O)N/N=C/c1ccc2c(c1)OCO2	2%	-5%	7%	2%	3%	0%	2%	.
CCc1ccc(NC(=O)CSc2nnc(SCC(=O)Nc3ccc(CC)cc3)n2N)cc1	5%	-6%	-11%	-5%	6%	4%	-2%	-27%
CC1CCN(CCOc2ccc(OCc3ccccc3)cc2)CC1	-2%	-7%	0%	0%	-11%	-4%	-2%	21%[0.074 µM]
Cc1cccc(NC(=O)CN2CCN(CC(=O)Nc3cccc(C)c3)CC2)c1	-6%	-4%	-7%	-3%	-5%	-2%	-13%	-6%
CSc1sc(C(=O)OC(C)C)c2c1C(=O)CC(C)(C)C2	-2%	-7%	-18%	-1%	0%	-5%	-4%	-18%[10 µM]
Cc1ccc(/C=N/NC(=O)CSc2nc3ccccc3c(=O)n2-c2ccccc2)s1	6%	-9%	-23%	-5%	3%	-2%	1%	.
Cc1cc(C)n(-c2c(F)c(F)c(CN3CCOCC3)c(F)c2F)n1	13%	3%	4%	-3%	10%	-6%	-8%	2%[0.074 µM]
CCc1ccccc1NC(=O)c1cnccn1	3%	4%	0%	-6%	4%	-3%	15%	0%
CCSC(=O)N(CC)CC(=O)Nc1c(CC)cccc1CC	-2%	1%	-3%	-8%	-7%	6%	-1%	6%
O=C(CSc1c2c(nc3ccc(Cl)cc13)CCCC2)NCCCN1CCOCC1	-1%	1%	-2%	-8%	-6%	1%	-8%	.
CN1/C(=C\C(=S)NC(=O)c2cccc(Br)c2)C(C)(C)c2ccccc21	-20%	1%	9%	7.1µM*	-26%	?	11%	18%[10 µM]
CCOC(=O)Nc1c(C)n(C)n(-c2ccccc2)c1=O	-10%	-1%	-6%	-8%	-17%	6%	-3%	10%
Cc1ccc(-c2nn3c(C)nnc3s2)cc1NC(=O)c1ccco1	1%	.	3%	0%	-11%	-8%	-1%	-12%
Cc1cccc(N=N/C(=C\O)C(=O)c2ccc(Br)cc2)c1	2%	-8%	-22%	22µM*	-10%	4%	0%	30%[10 µM]
Cc1cccc(NC(=S)NCC(c2cccnc2)N2CCOCC2)c1C (stereo not drawn)	3%	-8%	-7%	-7%	3%	-6%	-4%	-11%[10 µM]
CC1CC(=O)c2cn3c(nc2C1)nc1ccccc13 (stereo not drawn)	12%	3%	-8%	-10%	-18%	0%	4%	32%
c1ccc(COc2cccc(CNCc3cccnc3)c2)cc1	-2%	9%	-7%	1%	5%	21%	-4%	-33%[inhibitor][1.9 µM]
COc1ccccc1[C@@H]1C(c2ccc(F)cc2)=NN(c2ccccc2)[C@H]1C(=O)N1CCOC1=O	-7%&-5%	0%	?	-23%&1%	9%&-4%	-8%	7%&-3%	?
O=C(NC1CCCCC1)C1CCCN(S(=O)(=O)c2cccc3cccnc23)C1 (stereo not drawn)	-3%	.	-14%	-12%	-2%	3%	-2%	7%[10 µM]
CC(=O)OC1CC(c2cc(C(C)(C)C)c(O)c(C(C)(C)C)c2)=NO1 (stereo not drawn)	6%	.	-12%	-1%	-20%	-12%	3%	2%[10 µM]
CCCCN1CCC(n2c(=O)[nH]c3ccccc32)CC1	8%	.	2%	-9%	-9%	.	5%	11%[1.9 µM]
COC(=O)c1c(NC(=O)COC(=O)c2ccc(Cl)cc2[N+](=O)[O-])sc2c1CCCCC2	0%	8%	-22%	-4%	1%	-3%	2%	?
COc1cc(OC)c(C2SCCN2S(=O)(=O)c2ccc(F)cc2)cc1OC (stereo not drawn)	-6%	-1%	-6%	-2%	-1%	13%	0%	2%
Cn1nnnc1Sc1ccc(C(=O)O)cc1[N+](=O)[O-]	-14%	.	-12%	-8%	-2%	4%	-13%	11%[10 µM]
O=C(NCc1ccco1)c1sc(=S)n2c1[nH]c(=O)c1ccccc12	0%	4%	-9%	-16%	-6%	2%	-2%	-5%[0.074 µM]
Cc1ccc(S(=O)(=O)N2CCOCC2)cc1C(=O)OCC(=O)Nc1ccc2c(c1)OCO2	3%	-7%	-19%	-6%	-5%	1%	13%	10%
CC(C)CC(=O)Nc1ccc(S(=O)(=O)NCc2ccco2)cc1	3%	1%	-9%	0%	0%	-4%	-13%	8%

Three compounds out of the list, ordered by formula weight, highest first.
Structure	aGal spleen mod	GAA inh	Tau fluor counter	Tau ThT inhib	GAA spleen mod	GAA glycogen mod	Tau FP inhib	HTT cytoprotect
Cc1ccc(S(=O)(=O)N2CCOCC2)cc1C(=O)OCC(=O)Nc1ccc2c(c1)OCO2	3%	-7%	-19%	-6%	-5%	1%	13%	10%
CC(=O)OC1CC(c2cc(C(C)(C)C)c(O)c(C(C)(C)C)c2)=NO1 (stereo not drawn)	6%	.	-12%	-1%	-20%	-12%	3%	2%[10 µM]
CCCCN1CCC(n2c(=O)[nH]c3ccccc32)CC1	8%	.	2%	-9%	-9%	.	5%	11%[1.9 µM]

Going on with the list.
Structure	aGal spleen mod	GAA inh	Tau fluor counter	Tau ThT inhib	GAA spleen mod	GAA glycogen mod	Tau FP inhib	HTT cytoprotect
CCCCn1c(=N)n(CC(O)COc2cccc(C)c2)c2ccccc21 (stereo not drawn)	-9%	-14%	-6%	-12%	-6%	9%	-14%	-47%[inhibitor][0.074 µM]
O=C(CSCc1c(Cl)cccc1Cl)NN=C1CCCC1	1%	2%	-6%	-5%	-3%	-2%	3%	-32%[inhibitor]
CCn1c(=O)n(-c2ccc(F)cc2)c(=O)c2sc3ccccc3c21	.	.	-9%	0%	.	11%[76.3 µM]	-2%	.
COC(=O)C1CC(O)CN1C(=O)NC1CCCCC1 (stereo not drawn)	1%	?	-7%	0%	7%	22%	2%	2%[10 µM]
CC(NC(=O)CCc1ccc(S(=O)(=O)NC2CCCCC2)cc1)c1ccccc1 (stereo not drawn)	3%	-8%	-8%	-8%	3%	-1%	10%	-3%
OCC1(Cc2cccc(Cl)c2)CCCN(Cc2sc(N3CCCC3)nc2Cl)C1 (stereo not drawn)	7%	14%	-12%	-13%	6%	-12%	5%	-6%[10 µM]
O=C(Cn1ccc([N+](=O)[O-])n1)NCCc1c[nH]c2ccccc12	-4%	-5%	-10%	-6%	-2%	-4%	-6%	-15%
CCN(CC)C(C)C#CCC(c1ccccc1)c1ccccc1 (stereo not drawn)	-11%	.	-18%	.	-15%	2%	8%	9%[10 µM]
Cc1c(NC(=S)NC(=O)CC(C)C)c(=O)n(-c2ccccc2)n1C	-18%	-3%	-11%	-11%	-3%	3%	-16%	-40%
CCCCNC(=O)CCc1nc2cccnc2n1Cc1ccc(OC)cc1	-10%	-5%	-5%	-13%	-6%	1%	8%	17%
CNC(=O)/C(C#N)=C\c1ccc(CNS(=O)(=O)c2ccccc2)o1	-25%	-29%	8%	1%	-19%	8%	-6%	-8%[10 µM]
COCc1cc(C)nc(Nc2cc(C)ccc2C)c1C#N	-2%	-5%	-9%	-7%	-4%	5%	-1%	-6%

Bioassay records: PubChem, National Center for Advancing Translational Sciences (NCATS)
